Assay outcomes: PubChem BioAssay, MTDP
RNase H inhibition: RNase H inhibition, HIV 1 Gag Pol polyprotein, FRET biochemical assay, screening (AID 372). HIV-1 RT RNase H, FRET RNA/DNA substrate fluorescence; higher % means a stronger effect. one-dose inhibition, % at 10 µM; IC50 in µM for titrated hits. 100,000 compounds, 0.77% hits; in the data active means inhibition above about 50%
* marks the source's active call; other numbers are inactive results. Some of the compounds tested. The share of hits here may be higher or lower than overall.

SMILES | RNase H inhibition
O=C1N=c2ccccc2=C1c1sc(Nc2ccc(F)cc2)nc1O | 12%
CC1(C)CC(=O)C2=C(C1)Nc1cc(C(=O)c3ccccc3)ccc1NC2c1ccc(Cl)cc1 (stereo not drawn) | 21%
CCCc1nc(-c2ccccc2O)n(-c2ccccc2)n1 | 7%
CCC(=O)N/C(=N/c1nc(C)cc(C)n1)Nc1ccc(C)cc1 | 11%
CC(=O)NCCOc1ccc(C(=O)O)cc1 | 5%
CCC(C)c1ccc(NC(=O)/C=C/c2cccc([N+](=O)[O-])c2)cc1 (stereo not drawn) | 22%
O=C(O)c1ccc(-c2nc(-c3ccccc3)c(-c3cccc4ccccc34)[nH]2)cc1 | 24%
CC(C)OC(=O)c1c(-c2ccc(Cl)cc2Cl)csc1N | 28%
COc1ccc(C(=S)N2CCCCC2)cc1O | 11%
CC(=O)Nc1cccc(NC(=O)c2ccc(Cl)c([N+](=O)[O-])c2)c1 | 10%
Cc1ccc(-c2nc(=S)c3c(n2CCCO)CCCC3)cc1 | 11%
Cc1cc(Cl)ccc1OCC(=O)Nc1cc(Cl)c(Cl)cc1Cl | 5%
CC1(C)CC(=O)C=C(NCCN2CCOCC2)C1 | 11%
COc1cc([N+](=O)[O-])ccc1-c1ccc(/C=C(/C#N)C(=O)Nc2cccc(Br)c2)o1 | 49%
CC(C)(C)NCCOCCOc1cccc(Cl)c1Cl | 9%
Cc1ccc(-c2csc(NC(=O)C3C4CCC(C4)C3C(=O)O)n2)c(C)c1 (stereo not drawn) | 5%
O=[N+]([O-])c1cccc(N/N=C/c2c[nH]c3ccccc23)c1 | 0%
Cc1cc(Br)ccc1N1C(=O)/C(=C\c2ccc(-c3ccccc3[N+](=O)[O-])o2)C(=O)NC1=S | 2%
CCN(CC)c1ccc(N=C2C(=O)Nc3ccc([N+](=O)[O-])cc32)cc1 | 10%
Cc1ccc(OCCSc2nc3ccccc3n2CCOc2ccccc2)cc1 | 15%
CCOc1ccc(C=C2C(=O)N(C)C(=S)N(C)C2=O)cc1OCC | 3%
CCOc1ccc(Cl)cc1/C=C1/SC(=S)N(C)C1=O | 24%
CCN1CCN(S(=O)(=O)Cc2ccccc2)CC1 | 0%
O=C1NC(=S)N(c2ccccc2)C(=O)/C1=C/c1cccn1-c1ccc(Br)cc1 | 47%

Quoted from the listing:
CC(C)(C)NCCOCCOc1cccc(Cl)c1Cl in RNase H inhibition is entered as 9%
O=C1NC(=S)N(c2ccccc2)C(=O)/C1=C/c1cccn1-c1ccc(Br)cc1 in RNase H inhibition is entered as 47%
CCN1CCN(S(=O)(=O)Cc2ccccc2)CC1 in RNase H inhibition is entered as 0%

Later entries
SMILES | RNase H inhibition
CCCN1C(=O)/C(=C/c2nc3ccccc3c(=O)n2-c2ccccc2[N+](=O)[O-])c2ccccc21 | 20%
N/C(=N\OC(=O)C(c1ccccc1)c1ccccc1)c1cccnc1 | 0%
Oc1ccc2cc(Br)ccc2c1/C=N/n1cnnc1 | 0%
O=C1CSC(=NC(=O)c2ccccc2)N1 | 10%
CC(=O)N1N=C(c2ccc(Br)cc2)CC1c1cccc([N+](=O)[O-])c1 (stereo not drawn) | 14%
CCOc1cccc(NC(=O)/C(C#N)=C\c2cc(C)n(-c3ccc(OC)cc3)c2C)c1 | 0%
Cc1ccc(N2C(=O)CC(N3CCN(c4ccc(Cl)cc4)CC3)C2=O)cc1Cl (stereo not drawn) | 1%
Cc1ccc(-c2nc3ccccc3c(C(=O)O)c2C)s1 | 2%
O=C(/C=C/c1ccco1)Nc1ccc(S(=O)(=O)Nc2nccs2)cc1 | 15%
O=C(Nc1nnc(CCSCCc2nnc(NC(=O)c3ccco3)s2)s1)c1ccco1 | 4%
Cc1ccc(-n2nc(C)c3c(C)cc(=O)oc32)cc1Cl | 0%
Cc1ccc(NC(=O)NC(C)(C)C)cc1 | 6%
CCc1nnc(NC(=O)c2cc(C(C)(C)C)cc(C(C)(C)C)c2)s1 | 2%
CC(C)NC(=O)C(=O)Nc1ccc(Cl)c(Cl)c1 | 0%
CCn1c(C(O)c2cccc(OC)c2)nc2ccccc21 (stereo not drawn) | 0%
Cc1nc(SCC(=O)c2ccc(O)c(O)c2)n[nH]1 | 42%
CC(C)(C)c1ccc(C2C(C(=O)c3ccco3)=C(O)C(=O)N2c2ncc(S(=O)(=O)c3ccc([N+](=O)[O-])cc3)s2)cc1 (stereo not drawn) | 2%
Cc1ccc(NC(=O)CCC(=O)N/N=C/c2ccco2)c(C)c1 | 0%
CN(C)c1ccnc(Sc2ccccc2)c1C#N | 12%
CCn1c(SCC(N)=O)nc2c(c1=O)C1(CCCC1)Cc1ccccc1-2 | 4%
Cc1ccc(NC(=O)CC2SC(=Nc3ccccc3)N(c3ccccc3)C2=O)cc1 (stereo not drawn) | 5%
Clc1ccc(OCCn2ccnc2)cc1 | 0%
Cc1ccc2ccc(S(=O)(=O)N3CCN(C)CC3)cc2c1 | 6%
COCCNC(=O)CN(c1ccc(OC)cc1OC)S(=O)(=O)c1ccc(C)cc1 | 0%
CC(NC(=O)C(=O)NCc1ccco1)c1ccccc1 (stereo not drawn) | 15%
COc1ccc(OC)c(C2/C(=C(/O)c3ccccc3)C(=O)C(=O)N2c2nc3ccccc3s2)c1 (stereo not drawn) | 12%
Cc1c(C(=O)Nc2ccc(Cl)cc2)sc(N)c1C(=O)OC(C)C | 3%
COc1ccc(C(=O)/C=C/c2ccc(SC)cc2)cc1OC | 36%
CC(C)Cc1ccc(C(C)C(=O)NC(C)Cc2ccccc2)cc1 (stereo not drawn) | 9%
O=C(Nc1ccc(NC(=O)c2ccccc2[N+](=O)[O-])cc1)c1ccccc1 | 1%
CC(=Nc1cccc2ccccc12)c1cc(Cl)ccc1O | 22%
O=C1c2ccccc2C(=O)c2cc(N3CCCCC3)ccc21 | 4%
O=[N+]([O-])c1ccc(-c2nnc(-c3ccc(F)cc3)o2)cc1 | 10%
O=C(CN1C(=O)/C(=C/c2ccccc2F)SC1=S)NCCCN1CCOCC1 | 4%
Cc1cc(/C=N/NC(N)=S)c(C)n1C1CCCCC1 | 6%
Cc1cccc(NC(=S)N/N=C/c2ccc([N+](=O)[O-])s2)c1 | 15%
C/C(=N\NC(=O)CN(c1ccccn1)S(=O)(=O)c1ccccc1)C(C)(C)C | 14%
CCOc1ccc2nc(SCC(=O)Nc3cccc(NC(C)=O)c3)sc2c1 | 12%
Cc1ccc(-c2nc3ccccc3s2)cc1NC(=S)NC(=O)c1ccc(Cl)cc1 | 24%
Cc1ccc(/C=C2/C(=O)NC(=O)N(c3ccccc3F)C2=O)o1 | 6%
COc1ccc(C2C(C(=O)OC(C)C)=C(C)N=C3SCC(=O)N32)cc1 (stereo not drawn) | 4%
Cc1ccc(NC(=O)c2cc3cc([N+](=O)[O-])ccc3oc2=O)cc1 | 25%
COc1cc(CN2CCCC3CCCCC32)ccc1OCc1ccccc1 (stereo not drawn) | 16%
CCc1nnc(NC(=S)NC(=O)c2ccccc2)s1 | 6%
Cc1ccc(-n2c(C)cc(/C=C3\NC(=O)NC3=O)c2C)c(C)c1 | 25%
COc1cc(C=Nc2cc(Cl)cc(Cl)c2)ccc1O | 0%
Cc1ccccc1C(=O)N=Nc1c(O)[nH]c2ccccc12 | 8%
O=C(/C=C\c1ccc2c(c1)OCO2)c1ccc(Cl)cc1 | 21%

A draw from above in order of number of heavy atoms, highest first.
SMILES | RNase H inhibition
CCN(CC)c1ccc(N=C2C(=O)Nc3ccc([N+](=O)[O-])cc32)cc1 | 10%
Cc1ccc(-n2c(C)cc(/C=C3\NC(=O)NC3=O)c2C)c(C)c1 | 25%
O=[N+]([O-])c1ccc(-c2nnc(-c3ccc(F)cc3)o2)cc1 | 10%
Cc1ccc(-c2nc3ccccc3c(C(=O)O)c2C)s1 | 2%

The list goes on:
SMILES | RNase H inhibition
COC(=O)c1c(NC(=O)COc2ccc(Cl)cc2C)sc2c1CCC2 | 12%
Cc1nc2c(-c3ccccc3)cnn2c(C(C)(C)C)c1C | 0%
Cc1cccc(C)c1NC(=O)c1ccc(-c2ccc(Cl)cc2Cl)o1 | 28%
O=C(Cc1ccc(Cl)cc1)Nc1ccc(Nc2ccccc2)cc1 | 27%
COc1c(Cl)cc(C(=O)Nc2cccc(Cl)c2)cc1Cl | 12%
CC(=O)N1Cc2ccccc2C(C)CC12CCCC2 (stereo not drawn) | 23%
COc1ccc(C(=O)N2CCN(c3ccc([N+](=O)[O-])cc3)CC2)cc1OC | 0%
O=C(O)c1cc2cc(Br)ccc2oc1=O | 11%
CN1C(=O)/C(=C\c2cc(Cl)ccc2OCc2ccccc2Cl)SC1=S | 19%
Cc1ccc(S(=O)(=O)N(C)CC(=O)N(C)Cc2ccccc2)cc1 | 1%
Cc1cc(/C=C(\C#N)C(=O)Nc2ccc(F)cc2)c(C)n1-c1cccc([N+](=O)[O-])c1 | 12%
S=C(NCCc1c[nH]c2ccccc12)Nc1ccc(Cl)c(Cl)c1 | 49%
CN(C)c1ccc(-c2nc3ccccn3c2/N=C/c2cccc([N+](=O)[O-])c2O)cc1 | 2%
O=C1OC(c2ccccc2)OC(=O)C1=Cc1cccs1 (stereo not drawn) | 15%
Cc1ccc(N2C(=O)NC(=O)/C(=C\c3ccc(OCc4ccc(C(=O)O)cc4)cc3)C2=O)cc1C | 17%
O=C(NCc1ccccn1)c1ccc(O)cc1 | 7%
COc1cc(/C=c2\sc3nc4cc(Br)cnc4n3c2=O)ccc1OC(C)=O | 0%
Cc1cccc(-c2cc(C(=O)N3CCN(c4cccc(C)c4C)CC3)c3ccccc3n2)c1 | 8%
C=CCOc1ccc(/C=C2\C(=O)NC(=S)N(c3ccc(OCC)cc3)C2=O)cc1OC | 12%
CC1=C(C(=O)Nc2ccccc2)C(c2cc(C)cs2)NC(=O)N1 (stereo not drawn) | 0%
COc1cccc(OCCCOc2ccccc2C=O)c1 | 39%
NC(=O)c1ccc(NC(=S)Nc2ccccc2)cc1 | 5%
Nc1n[nH]c(N)c1N=Nc1ccc(Cl)cc1 | 9%
COc1cc(/C=C2/C(=O)NC(=O)N(Cc3ccc(F)cc3)C2=O)cc(Br)c1O | 11%

6 successive records from above, quoted:
SMILES | RNase H inhibition
C=CCOc1ccc(/C=C2\C(=O)NC(=S)N(c3ccc(OCC)cc3)C2=O)cc1OC | 12%
CC1=C(C(=O)Nc2ccccc2)C(c2cc(C)cs2)NC(=O)N1 (stereo not drawn) | 0%
COc1cccc(OCCCOc2ccccc2C=O)c1 | 39%
NC(=O)c1ccc(NC(=S)Nc2ccccc2)cc1 | 5%
Nc1n[nH]c(N)c1N=Nc1ccc(Cl)cc1 | 9%
COc1cc(/C=C2/C(=O)NC(=O)N(Cc3ccc(F)cc3)C2=O)cc(Br)c1O | 11%

(cont.)
SMILES | RNase H inhibition
COc1cccc(/C=N/NC(=O)CCCCCCCC(=O)N/N=C/c2cccc(OC)c2)c1 | 8%
CCOc1ccc2c(c1)-c1c(ssc1=S)C(C)(C)N2C(=O)CN1C(=O)c2ccccc2C1=O | 12%
CC(O)C(=O)NS(=O)(=O)c1ccccc1 (stereo not drawn) | 4%
O=C(OCCNC(=O)c1ccc2ccccc2n1)c1cccnc1 | 1%
Cc1ccc(-c2nc3ccccc3o2)cc1NC(=O)c1ccc(-c2ccc([N+](=O)[O-])cc2)o1 | 12%
CN1CCN(C(=O)CN2C(=O)/C(=C/c3cccc(Br)c3)SC2=S)CC1 | 0%
COc1ccc(/C=C2\SC(=O)N(CC(=O)N3CCCCC3)C2=O)cc1OC | 0%
CCOc1ccccc1N(CC(=O)N1CCOCC1)S(=O)(=O)c1ccccc1 | 4%
Cc1cc(OCCOc2ccc(/C=C3\SC(=S)NC3=O)cc2)ccc1Cl | 38%
CCOCC(O)CSCc1ccccc1 (stereo not drawn) | 0%
CCOC(=O)COc1ccc(/C=C2\SC(=O)N(C)C2=O)cc1OC | 1%
CC(=O)C1=C(C)NC(SCC(=O)c2ccccc2)=C(C#N)C1c1sccc1C (stereo not drawn) | 36%
COc1ccc(OC)c(NC(=S)NC(NC(=O)Cc2cccc3ccccc23)C(Cl)(Cl)Cl)c1 (stereo not drawn) | 22%
Oc1ccc(/C=N/Nc2c(Cl)cc(Cl)cc2Cl)cc1 | 34%
CCOc1cccc(OCCOCCOc2c(C)cccc2C)c1 | 22%
O=C(N/N=C/c1ccco1)c1cc(-c2ccc(Cl)cc2)n[nH]1 | 6%
COc1ccc(C2CC(=O)C3=C(C2)Nc2ccccc2NC3c2ccccc2Br)cc1 (stereo not drawn) | 6%
O=C(Nc1cc(Cl)ccc1C(=O)O)c1ccc2c(c1)C(=O)N(c1ccccc1-c1ccccc1)C2=O | 11%
Fc1cccc(-c2nc3cc(N4CCOCC4)c(N4CCOCC4)cc3[nH]2)c1 | 16%
CC1=C(C(=O)OC(C)C)C(c2ccc(F)cc2)NC(=O)N1 (stereo not drawn) | 8%
COc1ccc(N2C(=O)C(=O)/C(=C(\O)c3ccccc3)C2c2ccc(Br)cc2)cc1 (stereo not drawn) | 26%
CC(=O)NC1=NC(=O)/C(=C\c2ccccc2F)S1 | 2%
Cc1cc(C)nc(SCC(=O)c2ccc(C(C)C)cc2)n1 | 12%
CCc1ccc(OCC(=O)Nc2cccc(-c3nc4cc(Cl)ccc4o3)c2C)cc1 | 12%
COc1cc(/C=C2\SC(=S)N(C(C(=O)O)C(C)C)C2=O)ccc1O (stereo not drawn) | 15%
CC(=O)C1=C(O)C(=O)N(CC2CCCO2)C1c1ccc2c(c1)OCO2 (stereo not drawn) | 2%
COc1ccccc1C(=O)Nc1nnc(/C=C/c2ccccc2)s1 | 6%
CC(C)c1cc(C(C)C)c(S(=O)(=O)Nc2ccccc2C(N)=O)c(C(C)C)c1 | 10%
O=C(NC1CCS(=O)(=O)C1)/C(=C\c1ccco1)NC(=O)c1ccccc1 (stereo not drawn) | 4%
Cc1ccnc(NS(=O)(=O)c2ccc(N3C(=O)c4ccc(C(=O)O)cc4C3=O)cc2)n1 | 12%
Cc1ccc2c(c1)c1c(n2CCC(N)=O)C(=O)CCC1 | 11%
NC(=O)c1cc(NC(=O)c2ccc(Cl)c(Cl)c2)ccc1Cl | 6%
CCc1ccc(O)c(N=Cc2cccc(C)c2O)c1 | 11%

Part of the list above, set out differently:
CC(=O)C1=C(O)C(=O)N(CC2CCCO2)C1c1ccc2c(c1)OCO2 (stereo not drawn)
  RNase H inhibition: 2%

CCc1ccc(O)c(N=Cc2cccc(C)c2O)c1
  RNase H inhibition: 11%
